Shn3 3UTR inh: reduction of Shn3 3'UTR firefly luciferase signal, primary screen, Schnurri-3 inhibitor project, cell-based, Clone20 osteoblasts, set 2; inhibition, % at 12.5 µM; 0.52% of 360,000 active; AID 588674, 2011; Clone20 osteoblast Shn3 3'UTR firefly luciferase, 24 h;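 active means mean inhibition of at least 75% with every replicate also reaching 75%; inconclusive means mean inhibition at least 75% but some replicate below; inactive means mean inhibition below 75%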;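 further: 0% = median of neutral control wells and 100% = pilot-screen positive control compound; some compounds past the cut are filed as inactive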
CF NFkB inh: inhibitors of PAF-induced NF-kB signaling, primary screen, cell-based, GFP fluorescence, uHTS. 0.86% of 360,000 active. inhibition, % at 5 µM. AID 588850, 2011. KKLEB NF-kB-GFP reporter, GFP fluorescence overnight;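 active means at least 50% inhibition at 5 µM, scaled per plate between neutral and stimulator controls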;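 further: PAF is a Pseudomonas aeruginosa culture filtrate used as stimulus; plate controls were PAF-stimulated DMSO wells for no effect and unstimulated DMSO wells for full effect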
TRAIL sens C8: viability loss with TRAIL in NB7+C8 cells, primary screen, TRAIL sensitizer project, cell-based, ATPlite luminescence; AID 624354, 2012; inhibition (viability loss, TRAIL sensitization), % at 10 µM; 1% of 360,000 active;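 active means compounds causing at least 50% loss of cell viability in the single-dose screen, relative to plate controls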
HIF-2a inh: HIF-2a reporter inhibitors, primary screen, luminescence, 786-0 RCC cells; 0.72% of 360,000 active; 786-0 RCC cells HIF-2a reporter, luciferase luminescence, overnight; inhibition, % at 18.8 µM; AID 624352, 2012;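 active means inhibition of the luminescence signal of 40% or more relative to plate controls, in a single-dose primary screen at 18.75 µM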
NR2E3 ag-1: NR2E3 agonists in two-hybrid cells, primary screen, cell-based, luminescence, CHO-S, Gal4-NCOR/VP16-NR2E3 | luciferase | inhibition of corepressor binding, % at 3.98 µM | Photoreceptor-specific nuclear receptor (Homo sapiens), Q9Y5X4 | AID 602229, 2012 | 0.35% of 360,000 active;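 active means inhibition above the mean of all tested compounds plus 3 SD, cut at about 70% in these data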;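 further: 0% = DMSO with NR2E3 transfected cells and 100% = cells lacking NR2E3 construct; higher means lower luciferase signal from less NR2E3 corepressor binding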
Target sequence (Q9Y5X4 whole entry, looked up, the tested form may be a part): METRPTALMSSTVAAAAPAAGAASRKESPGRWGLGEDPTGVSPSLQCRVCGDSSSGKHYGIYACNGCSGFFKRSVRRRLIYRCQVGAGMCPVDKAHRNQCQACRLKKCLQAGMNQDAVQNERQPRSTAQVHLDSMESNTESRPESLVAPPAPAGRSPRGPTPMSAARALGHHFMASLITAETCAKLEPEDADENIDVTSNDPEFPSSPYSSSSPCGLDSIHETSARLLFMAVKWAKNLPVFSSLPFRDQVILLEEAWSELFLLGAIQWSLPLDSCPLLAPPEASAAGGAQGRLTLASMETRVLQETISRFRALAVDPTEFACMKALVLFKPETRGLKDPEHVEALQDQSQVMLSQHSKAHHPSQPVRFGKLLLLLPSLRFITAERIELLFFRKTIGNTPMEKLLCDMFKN
TRPM1 prom inh: inhibitors of MITF-dependent TRPM1 promoter reporter, primary screen, cell-based, SK-MEL-5, single point, luciferase; AID 488899, 2010; 0.83% of 330,000 active; SK-MEL-5 TRPM1 promoter luciferase, 24 h; inhibition, % at 12.5 µM;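 active means mean inhibition across replicates of 60% or more, whatever share of single replicates reaches that level; inconclusive means some that reach 60%, reason not given; inactive means mean inhibition across replicates below 60%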; further: values of inactives mirror those of a sister screen read the other way
KKLEB tox: cytotoxicity in KKLEB CF airway cells, primary screen, cytotoxicity control for CF NF-kB inhibitor project, cell-based, uHTS, fluorescence assay plates; 0.36% of 360,000 active; AID 602141, 2011; KKLEB CF airway cells viability, ATPlite luminescence, overnight; stronger effect = lower value; cells stimulated with P. aeruginosa culture filtrate; activity change (cytotoxicity), % at 5 µM;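 active means corrected activity change at or below -50% at 5 µM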
NR2E3 ag-2: inhibitors of NR2E3-RetCOR corepressor binding, primary screen, NR2E3 agonist project, biochemical, TR-FRET, GST-NR2E3, biotin-RetCOR; 1536-well; inhibition of corepressor binding, % at 4.78 µM; 0.12% of 320,000 active; AID 2300, 2010;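 active means percent inhibition above the cutoff of mean plus 3 SD of all tested compounds, set per screening campaign, cut at about 20% in these data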;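 further: 0% = DMSO wells and 100% = biotin wells as full block of FRET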
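System: GST-NR2E3 and biotin-RetCOR proteins; probe or stimulus: 7 nM biotin-RetCOR; doses: compound at 4.8 µM, single dose; schedule: Compound–protein incubation for 5 h at 4 °C; detection: time-resolved FRET; read-out: percent inhibition; controls: biotin wells as high control, 0.6% DMSO wells as low control; format: 1536-well plates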
Peg3 prom inh: Peg3 promoter-driven luciferase inhibitors, primary screen, cell-based, HeLa, luciferase luminescence; 1.7% of 360,000 active; HeLa PEG-Prom luciferase reporter, overnight; inhibition, % at 20 µM; AID 588405, 2011;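 active means inhibition of at least 50% at 20 µM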
LMP1 NFkB inh: EBV LMP1-driven NF-kappaB luciferase reporter inhibitors, primary screen, cell-based, luminescence, single point; LMP1-induced NF-kappaB luciferase reporter cells; inhibition, % at 12.5 µM; 0.69% of 350,000 active; AID 504558, 2011; in the data active means inhibition above about 41%; inconclusive means no clear call, values can overlap the other calls;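 further: 0% = neutral control wells and 100% = reference inhibitor control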
hiPSC survival: enhancers of single-cell hiPSC survival, primary screen, ATPlite luminescence | 100% = ROCK inhibitor wells, 0% = DMSO | 0.044% of 360,000 active | AID 602274, 2012 | survival enhancement, % at 20 µM; in the data active means survival enhancement above about 18%;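 further: cells exposed to compounds for 16 hours before the ATP read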
* = called active by the depositor; ? = inconclusive; nt = not tested or not shown. These rows are one share of the data; the hit share may differ from the screen's.

molecule	Shn3 3UTR inh	CF NFkB inh	TRAIL sens C8	HIF-2a inh	NR2E3 ag-1	TRPM1 prom inh	KKLEB tox	NR2E3 ag-2	Peg3 prom inh	LMP1 NFkB inh	hiPSC survival
CCOC(=O)c1ccc(Cl)c(NC(=O)c2ccc(-c3ccccc3)cc2)c1	-30	16	-7	-43	5	-30	0	-1	-1	-23	0.3
COc1ccc(-c2c(C#N)sc(C(N)=O)c2-c2ccc(OC)cc2)cc1	14	18	-13	5	1	8	-9	7	31	-10	0.1
COc1ccc(CN2C(=O)c3cccnc3C2Nc2cc(Cl)c(OC)cc2OC)cc1 (stereo unspecified)	18	-3	-22	-11	1	0	8	5	-17	2	0.7
COC(=O)Cc1ccc(NC(=S)N2CCCC(C)C2)cc1 (stereo unspecified)	-17	0	-5	23	-16	9	-16	6	6	4	-1.4
CCC(C)(C)NC(=O)c1ccc2c(c1)N(CC(=O)N1CCCC1)C(=O)C(C)(C)O2	-19	2	-12	18	-23	1	5	2	-10	-5	-0.8
COc1cccc(-c2csc3ncnc(Sc4nnnn4C)c23)c1	-12	47	7	47*	33	71*	-12	nt	88*	75*	1.3
CC(=O)c1ccc(N2CCN(c3ccc(S(=O)(=O)NCCCN(C)C)cc3[N+](=O)[O-])CC2)cc1	?	8	25	-6	-13	4	-4	-3	79*	-14	-0.9
O=c1cc(-c2ccc(Cl)c(Cl)c2)[nH][nH]1	-3	9	-6	4	-10	5	5	0	1	-15	3.8
CC(C)CCNC(=O)C1CCC(CNc2c(N3CCC(C)CC3)c(=O)c2=O)CC1 (stereo unspecified)	-7	6	-9	14	-4	-5	-11	1	6	35	-0.5
Nc1ccc(/C=C/C(=O)c2cccs2)cc1	-63	-9	-1	-230	-39	-68	-3	-2	-274	-42	-5.6
CCN(Cc1ccccc1)c1ccc(N=Nc2nn(C)c(C)c2[N+](=O)[O-])cc1	5	12	-1	-159	-20	-55	21	-3	-196	-3	0.2
CC1=C(C(=O)Nc2ccccn2)C(c2cccnc2)n2nnnc2N1 (stereo unspecified)	-7	3	-6	8	-20	-1	8	1	7	-1	0.3
CCN1C(=O)[C@H]2[C@@H](c3ccc(-c4ccccc4)cc3)N[C@@](C)(C(=O)OC)[C@H]2C1=O	-6	-3	-10	3	4	3	16	4	-8	-12	0.7
COc1ccccc1[C@@H]1C(c2ccccc2)=NN(c2ccccc2)[C@H]1C(=O)N1CCOC1=O	6	8	4	2	-30	3	16	nt	10	11	-2.1
COc1cc2c3nc4n(c(=O)c3n(CC(=O)NCC3CCCO3)c2cc1OC)CCS4 (stereo unspecified)	-5	5	-8	-5	-23	2	3	2	-3	-8	0.7
Cc1ccc(-c2nnn(CC(=O)N(CC(=O)NC3CCCC3)c3cccc(F)c3)n2)o1	14	-10	3	6	-6	3	-32	5	19	10	-0.1
CC1(C)CC(=O)C2=C(C1)OC(N)=C(C#N)C2C1C=CCCC1 (stereo unspecified)	4	-1	-9	19	7	-1	-1	-1	21	2	4.4
Cc1ccc(S(=O)(=O)NCCCC(=O)N2CCC(C)CC2)cc1	-7	1	4	5	7	12	-1	4	3	5	-0.7
CN(C)C(=O)C(=O)c1cccn1-c1cccc(Cl)c1C#N	12	1	2	18	0	-4	10	4	-3	-8	3.3
O=C(NCc1ccco1)c1cccc2c1C(=O)N(C1CCCCC1)C2	-11	6	-1	4	20	-4	-1	2	12	-1	3.2
Cn1ncc2c(NNC(=O)c3ccc(Cl)cc3Cl)ncnc21	8	-14	-5	10	5	2	5	-1	11	5	-1.4
CCCN(CCC(=O)Nc1ccccc1F)CC1CC1	-1	1	1	7	-24	4	0	0	2	7	1.0
Cc1cc(C)cc(OCCNC(=O)CCc2ccccc2)c1	4	6	-12	11	6	7	-4	-4	12	-4	-0.5
CCCc1nnc(SCC(=O)N2CCCCC2C)n1CC (stereo unspecified)	-9	6	-10	11	-18	15	0	2	9	-10	-0.3
c1ccc(-c2ccccc2OCCN2CCCCC2)cc1	-14	8	-4	13	-38	-10	-1	1	6	2	-1.2
NNC(=O)c1ccc2c(c1)S(=O)(=O)NNC2=O	-3	-4	-8	1	0	-2	10	0	5	6	2.8
COc1ccc(C(=O)CNc2ccccc2Br)cc1	-12	-31	-14	-308	-67	-33	-2	2	-161	-2	0.2
O=c1cc(CN2CCN(c3ccccc3F)CC2)c2c(ccc3ccccc32)o1	14	27	0	27	-20	nt	-31	nt	22	nt	0.0
Cc1cccc(OCC(=O)Nc2ccc3c(c2)nc2n3CCOC2)c1	6	-10	-13	-30	-25	-5	-3	-4	-81	-2	-0.4
O=C(c1ccccc1)c1ccc2c(c1)OCCCO2	nt	-11	-1	-241	-128	-58	7	0	-328	-19	0.0
CC(=O)c1cccc(Nc2c3c(nc4ccccc24)CCC3)c1	-1	-2	31	5	-43	25	-11	-2	25	15	-0.2
CC(C)C(NC(=O)c1ccccc1NC(=O)c1ccccc1)C(=O)NNC(=O)c1ccncc1 (stereo unspecified)	-7	1	0	-9	-13	-1	-8	2	15	-6	-0.6
COc1cc(C(=O)NC(=S)Nc2csc(-c3ccc(F)cc3)n2)cc(OC)c1OC	-18	10	6	5	-22	-6	-3	3	-15	-2	0.1
Cc1ccc(N2C(=O)C3C4C=CC(CC4)C3C2=O)cc1Br (stereo unspecified)	0	6	17	13	-10	7	-12	-1	-3	2	-0.1
COc1ccc(-c2csc(NC(=O)c3ccc(S(=O)(=O)N4CCc5ccccc5C4)cc3)n2)cc1	54	-9	24	14	-2	25	-12	1	7	17	2.6
CCCCn1c(N)nc2ccccc21	4	19	1	-1	-10	4	1	3	12	-12	1.5
O=S1(=O)CCOC[C@H](Cc2ccccc2)N1Cc1cccc(C(F)(F)F)c1	-3	-4	8	19	-4	-5	-3	3	18	5	-1.9
O=C(CCN1C(=O)/C(=C/c2ccccc2F)SC1=S)NCCc1ccc(O)cc1	-17	-20	15	27	-29	-1	2	0	45	8	-0.4
Cc1ccc(OCC(=O)Nc2ccc(NC(=O)c3ccco3)cc2)c(C)c1	-5	7	-13	-13	6	-20	2	-2	-9	-4	2.5
CS(=O)(=O)c1cnc(-c2ccccc2)nc1-c1ccccc1Cl	9	-21	0	11	-8	-6	3	5	6	9	-1.5
Cc1ccnc(NC(=O)c2cc3ccccc3oc2=O)c1	-19	-24	11	-202	-117	-12	-4	0	-153	-3	-0.8
CCCCNC(=O)c1ccc2c(c1)S(=O)(=O)c1ccccc1C2=O	17	3	-25	-9	-29	13	-5	nt	0	7	0.1
COC(=O)Cc1c(C(=O)OC)nnn1-c1ccc(OC)cc1	18	0	2	14	13	-8	12	2	16	6	2.0
O=C1C2CC=CCC2C(=O)N1c1ncn[nH]1 (stereo unspecified)	-29	17	-5	13	6	13	-9	3	2	0	-0.9
COC(CN(C(=O)CCl)C(C(=O)NC1CCCCC1)c1ccc(Cl)cc1)OC (stereo unspecified)	-10	8	12	4	-4	-3	-1	-2	16	-3	-0.8
OC(COc1ccccc1)CN1CCN(c2ncccn2)CC1 (stereo unspecified)	2	-6	7	11	-18	-3	-10	1	-8	-4	2.5
CCNc1nc(C23CC4CC(CC(C4)C2)C3)cs1	27	4	6	-13	6	-22	4	-1	-1	-6	0.0
CC(OC(=O)c1cc2ccccc2[nH]1)C(=O)N(C)c1ccccc1 (stereo unspecified)	14	3	-24	-22	1	12	6	nt	-10	-13	-2.1
O=C(NCc1ccccc1)c1cc2nc(C3CC3)cc(C(F)(F)F)n2n1	-2	-17	-11	6	-5	-20	6	-4	-5	-3	-3.0
O=C(NNc1c2ccccc2nc2ccccc12)c1ccccc1Cl	-4	-17	-33	15	13	-5	3	-4	21	8	-0.2

The results go on.
molecule	Shn3 3UTR inh	CF NFkB inh	TRAIL sens C8	HIF-2a inh	NR2E3 ag-1	TRPM1 prom inh	KKLEB tox	NR2E3 ag-2	Peg3 prom inh	LMP1 NFkB inh	hiPSC survival
N/C(=N\OC(=O)c1cccs1)c1ccc(Cl)cc1	-126	-25	39	-297	-42	nt	10	-4	-259	nt	0.3
Cn1nc(-c2ccccc2F)c2cc(C(=O)N3CCN(C(=O)c4ccco4)CC3)sc21	-7	-34	-17	22	2	6	9	-4	27	8	0.1
COC(=O)c1ccc2c(=O)n3c(nc2c1)SCC(c1ccccc1)=N3	-9	-14	13	-15	-10	nt	-6	5	-58	-10	-0.1
CCCc1cc(=O)[nH]c(SCC(=O)c2cc(C)n(CC(F)(F)F)c2C)n1	2	2	0	6	-25	12	2	-1	19	4	-0.6
O=C1[C@@H](Oc2ccccc2)[C@@H](c2ccncc2)N1c1ccncc1	-13	5	-18	11	-13	7	-3	nt	-2	-3	2.3
CC(=O)Nc1ccc(Nc2nnc(-c3ccc(C)c(S(=O)(=O)NCCO)c3)c3ccccc23)cc1	2	0	-7	19	-24	20	3	nt	9	-20	0.2
N#CSCC(=O)c1cccc2ccccc12	-4	55*	-10	20	-11	18	-35	-3	32	-3	-0.9
Cc1ccc(NC(=O)CSCC(=O)N2CCN(Cc3ccc4c(c3)OCO4)CC2)cc1	-2	-42	32	6	-2	3	-5	1	11	2	0.0
Cn1cc(CC(=O)NCCN2CCOCC2)c2ccccc21	3	-3	-7	19	1	-6	2	6	2	3	-0.4
C/C(=N/NC(=O)c1ccccn1)c1ccco1	-63	-9	54*	-29	-116	8	-9	-3	4	29	-1.9
O=C(NC(=O)N1CCN(C(c2ccccc2)c2ccccc2)CC1)c1ccccc1	39	6	-20	15	4	-1	-3	1	5	-5	0.1
COc1ccc(CNCC(O)(c2ccccc2)c2ccccc2)cc1OC	74	7	-2	15	-9	6	6	1	-3	18	-0.6

Part of the list above, with values under each structure.
Values run as follows: Shn3 3UTR inh	CF NFkB inh	TRAIL sens C8	HIF-2a inh	NR2E3 ag-1	TRPM1 prom inh	KKLEB tox	NR2E3 ag-2	Peg3 prom inh	LMP1 NFkB inh	hiPSC survival
- CCN1C(=O)[C@H]2[C@@H](c3ccc(-c4ccccc4)cc3)N[C@@](C)(C(=O)OC)[C@H]2C1=O
→ -6	-3	-10	3	4	3	16	4	-8	-12	0.7
- COc1ccccc1[C@@H]1C(c2ccccc2)=NN(c2ccccc2)[C@H]1C(=O)N1CCOC1=O
→ 6	8	4	2	-30	3	16	nt	10	11	-2.1

Assay outcomes: PubChem, several laboratories
